KCNH2 3.1 inh = blocks the human KCNH2 3.1 channel isoform; U2OS KCNH2 3.1, thallium flux FluxOr; stronger effect = lower value; activity change, % (tested at about 1.8 µM); 0.95% of 340,000 active; AID 720553;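 active = maximum activity change below -70%; inconclusive = maximum activity change from -70% to -50%; inactive = maximum activity change above -50%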;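 note: thallium influx rate constant from kinetic fluorescence after stimulation buffer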
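Kinetic fluorescence (2 min after stimulation buffer) measures Tl+ influx through KCNH2 3.1 expressed by viral transduction in U2OS cells; the rate constant is normalized against DMSO controls serving as positive and negative references.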
The depositor's hits bear a star; u = inconclusive. % is set by controls: 0 for no effect and ±100 for the full control effect. A portion of the library, so the mix of outcomes need not match the whole.

SMILES	KCNH2 3.1 inh
Oc1ccc(C[C@H]2CNC(=S)N2CC2CCCN2C[C@H](Cc2ccc(O)cc2)N2C[C@H](Cc3ccc(O)cc3)N(CC3CCCCC3)C2=S)cc1 (some centres not stated)	-16.3
CN1CCN(C(=O)C2=C[C@H](c3ccc(C(F)(F)F)cc3)C[C@H](OCCCCO)O2)CC1	-6.3
CCCCN1C[C@H](Cc2ccccc2)[C@@H](CC(=O)Nc2ccc(OC)cc2)C1=O	4.0
CCOC(=O)/C(=C\c1ccc(N2CCC(c3ccccc3)=N2)cc1)C(C)=O	-37.2
CC(=O)c1ccc(OCc2cc(C(=O)N(C)C(C)c3ccon3)no2)cc1 (configuration not stated)	5.7
O=C(O)c1ccc(C(S(=O)(=O)c2ccccc2)S(=O)(=O)c2ccccc2)cc1	7.9
CC(=O)N1C[C@H]2CON(C)[C@H]2C[C@H]1c1ccc(-c2ccccc2)cc1	43.2
O=C(Cc1cccc(NC(=O)C2CCN(S(=O)(=O)c3cccc([N+](=O)[O-])c3)CC2)c1)Nc1cccc(C(=O)N2CCCCC2)c1	-1.2
S=C1NCC(c2ccccc2)S1 (configuration not stated)	-0.6
CCN(C(=O)COC(=O)c1ccc(-n2c(C)ccc2C)cc1)c1c(N)n(Cc2ccccc2)c(=O)[nH]c1=O	14.7
CC12CC3(C)CC(C)(C1)CC(C(=O)NC1=NCCS1)(C2)C3	3.2
c1ccc(-c2nccc3ccccc23)cc1	6.0
C[C@H](CO)N1C[C@H](C)[C@@H](CN(C)C(=O)OCc2ccccc2)OCc2cn(nn2)CCCC1=O	0.6
CCCN(CC(=O)Nc1ccccc1C)C(=O)COC(=O)c1cnc(C)cn1	36.9
Cc1cccn2c(=O)c3cc(C(=O)NCc4ccc(F)cc4)c(=N)n(CCCN4CCOCC4)c3nc12	27.3
CCOC(=O)/C(C#N)=N/Nc1ccc(S(=O)(=O)Nc2cc(OC)nc(OC)n2)cc1	-10.0
COc1cccc(NC(=O)N(C)C[C@H]2Oc3cc(Br)ccc3S(=O)(=O)N([C@H](C)CO)C[C@H]2C)c1	13.0
CCN(CC(=O)Nc1ccccc1C(F)(F)F)C(=O)c1ccc(NC(=O)c2cccs2)cc1	5.9
O=C(NCc1ccccc1Cl)C1CCN(C(=O)c2ccc(F)cc2)CC1	3.4
CCN(CC)CCNC(=O)C1(c2ccccc2)CCCCC1	0.0
CC1CCN(N=Nc2nc3c([nH]2)c(=O)n(C)c(=O)n3C)CC1	-0.9
CCc1cc[n+](C(C(=S)Nc2cccc(C)c2)=C([O-])c2ccc(C)c([N+](=O)[O-])c2)cc1	-18.7
CCN(CC)CCN1C(=O)C(O)=C(C(=O)c2ccc(C)o2)C1c1ccccn1 (configuration not stated)	17.8
O=C1C=C(c2c(O)ccc3ccccc23)c2ccccc2C1=O	2.1
Cc1cc(S(=O)(=O)Nc2ccc(C(=O)NC3CC3)cc2)ccc1F	0.6
COC(=O)Nc1ccc2ccc3c(NC(=O)OC)ccc4ccc1c2c43	-1.2
CCn1c(SCc2nc3ccccc3s2)nc2cc(S(=O)(=O)N3CCOCC3)ccc21	-3.8
COc1ccc(-c2ccc(CN3C(C(C)C)C(=O)N(Cc4cn(Cc5ccco5)nn4)CCS3(=O)=O)cc2)cc1OC (configuration not stated)	1.8
C#CCOCC1CN(c2ccccc2)C(=O)O1 (configuration not stated)	5.7
COc1ccccc1NS(=O)(=O)c1cccc(C(=O)NCC(c2cccs2)N(C)C)c1 (configuration not stated)	0.7
CC(C)C(=O)Nc1cccc(COc2ccc(CN(CCc3ccccc3)C(=O)OC(C)(C)C)cc2)c1	-18.5
CC(C)OCCCNc1nc(Cl)nc2c1cnn2C	8.4
CCOc1ccc(/C=C(/C#N)c2nnc(N3CCOCC3)n2-c2ccccc2)cc1OC	-11.5
Cc1ccc(Sc2ncccc2N)cc1	3.3
CCN(CC)CCCN1C(=O)C(=O)/C(=C(/O)c2ccc(OC)cc2)C1c1ccco1 (configuration not stated)	8.4
Nc1nc(SCc2cccnc2)c2ncn(C3OC(CO)C(O)C3O)c2n1 (configuration not stated)	10.7
CC1=C(C(=O)N2CCOCC2)CC(CC(=O)NCC2CCCCC2)C(=O)N1CCCN1CCCC1=O (configuration not stated)	18.6
O=C(C1CCCCC1)N1C[C@H](O)[C@@H](n2cc(C3CC3)nn2)C[C@@H]1c1ccccc1	3.7
Cc1cc(C)c(S(=O)(=O)N2CCN(C(=O)c3ccc(-n4nc(C)c(Cl)c4C)cc3)CC2)c(C)c1	-6.5
Cc1nc2ccc3nc(NC(=O)c4ccco4)sc3c2s1	-5.9
COc1ccc(S(=O)(=O)Nc2ccc3c(c2)C(=O)N([C@H](C)CO)C[C@H](C)[C@@H](CN(C)S(=O)(=O)c2cn(C)cn2)OCCCC[C@H](C)O3)cc1	3.7
COc1ccc(-n2ccnc2SCC(=O)c2c(N)n(C3CC3)c(=O)[nH]c2=O)cc1	14.3
Cc1nn(C)cc1C(=O)c1ccccc1	4.0
CCCCn1cnc2c(Sc3c([N+](=O)[O-])ncn3C)nc(N)nc21	3.0
COc1cc(/C=C/C(=O)OCC(=O)N2CCN(S(=O)(=O)c3ccc(C)cc3C)CC2)ccc1OC(F)F	6.9

A different layout for 3 compounds above:
mol | KCNH2 3.1 inh
CC(C)C(=O)Nc1cccc(COc2ccc(CN(CCc3ccccc3)C(=O)OC(C)(C)C)cc2)c1 | -18.5
CCN(CC(=O)Nc1ccccc1C(F)(F)F)C(=O)c1ccc(NC(=O)c2cccs2)cc1 | 5.9
CC(C)OCCCNc1nc(Cl)nc2c1cnn2C | 8.4

Next section:
SMILES	KCNH2 3.1 inh
Cc1ccc2c(c1)C=CC(C#N)N2C(=O)Oc1ccccc1 (configuration not stated)	26.3
CN1OC[C@@H]2CN(Cc3ccccc3)[C@H](c3cccc(-c4ccccc4)c3)C[C@@H]21	8.6
Cc1nc(Nc2ncc3c(n2)CC(C)(C)CC3=O)nc2ccccc12	-0.9
Cn1c(N)c(NC(=S)NC2CCCCC2)c(=O)n(C)c1=O	-7.2
OCc1ccccc1Cn1ccnc1	6.0
CCCCC(=O)NC(c1ccc(OC)cc1)c1ccc2cccnc2c1O (configuration not stated)	-0.2
CC(=O)n1nc(-c2ccccc2)cc1-c1ccccc1	-1.5
CC(OC(=O)Nc1cccc(Cl)c1)C(=O)OC1CCCCC1 (configuration not stated)	-15.9
CCCCn1c(SCCN2CCCCC2)nc2c1c(=O)n(C)c(=O)n2C	-9.0
CCOC(=O)c1cc(Cl)c2c(ccc3ccccc32)n1	4.7
CN1CCC(OC(c2ccccc2)c2ccc(Cl)cc2)C1 (configuration not stated)	u
OC(COc1ccccc1)CN1CCN(c2cccc(Cl)c2)CC1 (configuration not stated)	-33.9
COc1ccccc1OCC(=O)N1CCCCCC1	4.6
FC(F)(F)c1nc(SCc2ccccc2)n[nH]1	-8.7
COC(=O)c1ccc(-c2csc(NC(=O)C3=COCCO3)n2)cc1	-21.9
CC1CCC(=NNS(=O)(=O)c2ccc([N+](=O)[O-])cc2)CC1 (configuration not stated)	8.3
CN(C)c1nc(N)c2nccnc2n1	-15.0
COc1cc(C=NNC(=S)Nc2ccc(S(=O)(=O)N3CCCCC3)cc2)cc(OC)c1OC	-3.2
O=P(OCC1CCCO1)(OCC1CCCO1)OCC1CCCO1 (configuration not stated)	-15.0
CCN1C[C@@H]2[C@@H]3C(=O)N(Cc4ccccc4)C(=O)[C@@H]3[C@](C)(C1=O)N2C(=O)c1ccc(Br)cc1	17.7
O=c1[nH]c(N2CCOCC2)cc2ccccc12	-13.3
O=[N+]([O-])c1ccc(COc2ccc(CN3CCCCC3)cc2)cc1	u
C[C@H](CO)N1C[C@H](C)[C@H](CN(C)S(=O)(=O)c2cccc(F)c2)OCc2ccccc2-c2c(n(C)c3ccccc23)C1=O	8.1
Oc1c(Br)cc(Br)cc1C=Nc1cccc2ncccc12	7.6
CCO[C@@H]1OC(C(N)=O)=C[C@H](C2CC2)[C@H]1CCCO	-12.4
O=C(O)CCC(C(=O)O)N1C(=O)C2C3CCC(C3)C2C1=O (configuration not stated)	5.5
O=[N+]([O-])c1ccc(N2CCOCC2)cc1	-5.9
O=C(O)CN1C(=O)C2C3CCC(C3)C2C1=O (configuration not stated)	10.8
CC(C)(C)OC(=O)N(CCc1ccccc1)Cc1cccc(OCc2cccc(NC(=O)C3CCC3)c2)c1	-17.7
COCCCN1C(=O)C(CC(=O)NC2CCCC2)CC(C(=O)N2CCOCC2)=C1C (configuration not stated)	-21.8
Cc1ccc(OCC(=O)Nc2ccncc2)cc1C	-6.5
O=C1c2ccccc2S(=O)(=O)c2cc(C(=O)N3CCN(c4c(Cl)cncc4Cl)CC3)ccc21	-4.5
COc1cccc(/C=C/C(=O)OCC(=O)Nc2ccc3c(c2)OCO3)c1	-9.0
S=c1[nH]ccc2ccccc12	22.1
CC(C)Cc1ccc(CN2CCCC(NC(=O)c3cnc4ccccn4c3=O)C2)cc1 (configuration not stated)	u
CCN(CC)CCCNc1ccc2ncn3c4ccc(O)cc4c(=O)c1c23	19.1
O=C(NCCc1ccccc1F)C1CC(=O)N(c2cccc(C(F)(F)F)c2)C1 (configuration not stated)	-6.4
CCOC(=O)c1c(C)[nH]c(C)c1C(=O)COC(=O)/C=C/c1cccc([N+](=O)[O-])c1	-1.5
O/N=C(\Cn1ccnc1)c1ccccc1	9.5
Cc1cc(=O)n2nc(N3CCCC(C(=O)NCCCN4C(C)CCCC4C)C3)sc2n1 (configuration not stated)	20.9
COC(=O)c1ccc2cc(OC)cc([N+](=O)[O-])c2n1	0.4
COc1ccc(NC2CCCN(C(=O)COc3ccc(C(C)=O)cc3)C2)cc1 (configuration not stated)	18.9
C[C@H](O)[C@@H]1CN2CCc3c([nH]c4ccccc34)[C@@H]2C[C@@H]1N(C)C(=O)NC1CCCCC1	0.7
COc1ccc(-c2nn3c(-c4cccc(C)c4)nnc3s2)cc1OC	3.8
O=C(NCc1cc(C(F)(F)F)cc(C(F)(F)F)c1)C1CC(c2ccc(C(F)(F)F)cc2)=NO1 (configuration not stated)	-0.8
c1ccc(CN2CCN(C3CCCSc4ccccc43)CC2)cc1 (configuration not stated)	2.3
CCCCOc1ccc(C(=O)NCC(=O)N2CCN(C/C=C/c3ccccc3)CC2)cc1	-25.3
CCc1c(N)nc(N)nc1Nc1ccccc1C	-5.6
CC(C)(C)OC(=O)N(CCc1ccccc1)Cc1ccccc1OCc1ccc(NC(=O)C2CCC2)cc1	2.7
COC(=O)C(C)Oc1cc(C)ccc1COc1ccc(-n2nc(C)n(C(F)F)c2=O)cc1 (configuration not stated)	11.8
O=S(=O)(CCN1CCCC1)NCCNS(=O)(=O)c1ccc(F)cc1Br	u
Cc1ccc(-c2ccc(CN3C(CC(C)C)C(=O)N(Cc4cn(CC5CCCCC5)nn4)CCS3(=O)=O)cc2)cc1 (configuration not stated)	-2.7
CCOC(=O)C1CCN(S(=O)(=O)c2ccccc2[N+](=O)[O-])CC1	22.9
Nc1nonc1-n1nnc(C(=O)N/N=C/c2ccccc2O)c1CN1CCCC1	-3.5
CC(=O)Nc1ccc(C=C(C#N)c2ccc(C)cc2)cc1	6.8
COc1ccc(-c2ccc(CN3C(C)C(=O)N(Cc4cn(CCC5OCCO5)nn4)CCS3(=O)=O)cc2)cn1 (configuration not stated)	-29.0
COc1ccc([C@@H]2COc3c(ccc4c3C=CC(C)(C)O4)C2)c(OC)c1	0.8
O=C1c2ccccc2S(=O)(=O)c2cc(-c3nn[nH]n3)ccc21	-2.0
O=C(c1ccccc1)N(CCCl)C(=O)N(CCCl)C(=O)c1ccccc1	-1.0
COCC1=C(C(=O)OC(C)OC(=O)OC(C)C)N2C(=O)[C@@H](NC(=O)/C(=N\OC)c3csc(N)n3)[C@H]2SC1 (some centres not stated)	15.2
More structures
SMILES	KCNH2 3.1 inh
COc1ccc(OC)c(NCCN2C(=O)c3ccccc3C2=O)c1	13.5
O=C(Cc1ccccc1)Nc1ncccc1Cl	9.3
COC(=O)CC1(C(=O)OC)Oc2ccccc2C(=O)N1c1ccc(F)cc1F (configuration not stated)	0.0
Cc1cccc(S(=O)(=O)N(C)C[C@@H]2OCc3cnnn3CCCC(=O)N([C@@H](C)CO)C[C@@H]2C)c1	7.9
C[C@@H]1CN([C@H](C)CO)S(=O)(=O)c2ccc(Br)cc2O[C@H]1CN(C)C(=O)Nc1ccc(F)cc1	1.9
COc1ccc(S(=O)(=O)Nc2ccc3c(c2)C(=O)N([C@H](C)CO)C[C@H](C)[C@@H](CN(C)C(=O)Nc2ccc(F)cc2)OCCCC[C@H](C)O3)cc1	-6.0
O=S(=O)(NN=Cc1ccc(O)cc1O)c1cc(Cl)c(Cl)cc1Cl	-26.6
Cc1sc2ncnc(N3CCC(C(=O)N4CC(C)SC4=Nc4ccc(Cl)cc4)CC3)c2c1C (configuration not stated)	9.5
COc1cccc(CNC(=O)[C@H](C)NC(=O)N2CC(=O)Nc3ccccc32)c1	-3.0

Structures shown so far containing a Cl atom (twelve):
SMILES	KCNH2 3.1 inh
O=C(NCc1ccccc1Cl)C1CCN(C(=O)c2ccc(F)cc2)CC1	3.4
CC(C)OCCCNc1nc(Cl)nc2c1cnn2C	8.4
Cc1cc(C)c(S(=O)(=O)N2CCN(C(=O)c3ccc(-n4nc(C)c(Cl)c4C)cc3)CC2)c(C)c1	-6.5
CC(OC(=O)Nc1cccc(Cl)c1)C(=O)OC1CCCCC1 (configuration not stated)	-15.9
CCOC(=O)c1cc(Cl)c2c(ccc3ccccc32)n1	4.7
CN1CCC(OC(c2ccccc2)c2ccc(Cl)cc2)C1 (configuration not stated)	u
OC(COc1ccccc1)CN1CCN(c2cccc(Cl)c2)CC1 (configuration not stated)	-33.9
O=C1c2ccccc2S(=O)(=O)c2cc(C(=O)N3CCN(c4c(Cl)cncc4Cl)CC3)ccc21	-4.5
O=C(c1ccccc1)N(CCCl)C(=O)N(CCCl)C(=O)c1ccccc1	-1.0
O=C(Cc1ccccc1)Nc1ncccc1Cl	9.3
O=S(=O)(NN=Cc1ccc(O)cc1O)c1cc(Cl)c(Cl)cc1Cl	-26.6
Cc1sc2ncnc(N3CCC(C(=O)N4CC(C)SC4=Nc4ccc(Cl)cc4)CC3)c2c1C (configuration not stated)	9.5

Screening data from PubChem BioAssay.
